High-throughput results (PubChem)
GAA850 FXN act = activators of GAA850 frataxin (FXN) promoter; activation, % at 6 µM; 360,000 compounds, 0.56% hits; HEK293 lucGAA850 FXN promoter luciferase reporter, 24 h; percent of 10 µM SAHA response;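 active = activation above the average of all compounds screened plus 3 SD, cutoff fixed separately per campaign, cut at about 7.5% in these data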;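 note: 0% = DMSO wells and 100% = 10 µM SAHA wells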
ADAM10 inh = inhibits human ADAM10. recombinant ADAM10, EDANS/DABCYL FRET peptide cleavage, 3 h. inhibition, % at 7 µM. 370,000 compounds, 0.62% hits. O14672. AID 720582;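 active = inhibition above a per-campaign cutoff equal to the mean of compounds falling between control-based bounds plus 3 SD, cut at about 20% in these data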;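 note: 0% = DMSO wells while the 100% control is not disclosed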
Target sequence (O14672 214-748 limits assumed): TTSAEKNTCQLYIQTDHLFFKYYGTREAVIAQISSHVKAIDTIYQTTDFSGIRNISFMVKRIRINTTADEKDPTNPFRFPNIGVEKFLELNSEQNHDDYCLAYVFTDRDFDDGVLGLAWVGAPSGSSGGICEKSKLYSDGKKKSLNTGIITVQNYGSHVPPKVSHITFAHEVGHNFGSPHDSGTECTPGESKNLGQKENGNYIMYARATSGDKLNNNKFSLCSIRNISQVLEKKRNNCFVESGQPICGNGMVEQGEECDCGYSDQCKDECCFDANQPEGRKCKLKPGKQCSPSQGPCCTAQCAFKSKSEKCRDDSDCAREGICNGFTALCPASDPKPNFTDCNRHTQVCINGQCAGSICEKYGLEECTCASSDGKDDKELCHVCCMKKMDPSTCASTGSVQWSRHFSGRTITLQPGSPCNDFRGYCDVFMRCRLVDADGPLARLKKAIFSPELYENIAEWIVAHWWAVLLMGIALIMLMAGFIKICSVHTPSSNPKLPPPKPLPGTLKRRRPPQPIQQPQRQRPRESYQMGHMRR
rCAG RNA binder = r(CAG) repeat RNA binding | TO-PRO-1 dye displacement fluorescence | inhibition, % at 3 µM | 370,000 compounds, 1.3% hits | AID 651821;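 active = inhibition above the plate cutoff, the mean of all test compounds on that plate plus 3 SD, cut at about 35% in these data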;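 note: 0% = DMSO alone and 100% = 100 µM mitoxantrone as full dye displacement; higher means more dye released from RNA so lower well fluorescence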
GC-B act = GC-B (human) receptor activation. P20594. HEK293-GC-B cells, CNP EC30, cGMP TR-FRET; 0% at EC30 CNP, 100% saturating CNP. activation, % at 10 µM. 370,000 compounds, 0.11% hits. AID 1920062;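 active = activation at 10 µM reaching about 35% in either raw or pattern-adjusted values, limit read from the data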
sPLA2-III inh = Blocks human group III sPLA2 activity | AID 743126 | Q9NZ20 | 370,000 compounds, 0.56% hits | QFRET BODIPY PC-A2 liposome hydrolysis, fluorescence | inhibition, % at 12.2 µM;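 active = inhibition above mean plus 3 SD of compounds lying within the high and low control bounds, cut at about 19% in these data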;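 note: 0% = median of test compound wells and 100% = no enzyme DMSO wells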
GC-A act = GC-A (human) enzyme activation. P16066. HEK293 GC-A cells, cGMP TR-FRET, EC30 ANP; 0% at EC30 ANP, 100% saturating ANP. activation, % at 10 µM. 370,000 compounds, 0.14% hits. AID 1671463; in the data active = activation above about 40%
ASAP1 GAP inh = ASAP1 ArfGAP inhibition. Q9ULH1. ASAP1-stimulated ARF1 GTP hydrolysis, GDP FP detection. inhibition, % at 16.5 µM. 360,000 compounds, 0.19% hits; in the data active = inhibition above about 25%;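 note: 0% = vehicle with enzyme and substrate and 100% = no enzyme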
KLK7 zymogen act = proKLK7 (human) activation, primary screen. purified proKLK7, EDANS-DABCYL substrate fluorescence; 100% is mature enzyme control, 0% vehicle. activation, % at 7 µM. 370,000 compounds, 0.9% hits. AID 652039;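 active = activation above the mean of all tested compounds plus 3 SD, computed per campaign excluding outliers beyond control limits, cut at about 13% in these data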
Target sequence (P49862 whole entry, looked up): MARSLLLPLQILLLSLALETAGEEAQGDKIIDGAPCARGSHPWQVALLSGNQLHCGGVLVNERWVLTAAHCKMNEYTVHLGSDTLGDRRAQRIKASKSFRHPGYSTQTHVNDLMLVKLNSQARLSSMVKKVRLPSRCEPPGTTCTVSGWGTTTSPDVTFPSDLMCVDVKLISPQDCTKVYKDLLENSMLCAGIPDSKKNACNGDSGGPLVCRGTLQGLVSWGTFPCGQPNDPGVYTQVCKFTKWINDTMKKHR
Tn6 DDE FP = disrupts Tn6 cyclic peptide binding to fibrin D-Dimer-E complex; P02675; Fibrin DD(E) TRITC-Tn6 fluorescence polarization displacement; inhibition, % at 8.3 µM; 370,000 compounds, 0.21% hits;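 active = inhibition above a per-campaign cutoff: mean of compounds within control limits plus 3 SD, cut at about 15% in these data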;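 note: 0% = median of all compound wells on the plate and 100% = blocking peptide control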
ARFGAP1 inhibitor = rat ARFGAP1 inhibition. inhibition, % at 16.5 µM. 360,000 compounds, 0.26% hits. Arfgap1-stimulated ARF1 GTP hydrolysis, GDP FP detection. Q62848;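 active = inhibition above a per-plate limit, mean inhibition of low control wells plus 3 SD, cut at about 25% in these data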;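 note: 0% = DMSO wells with enzyme and 100% = wells lacking Arfgap1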
Target sequence (Q62848 1-136 limits assumed): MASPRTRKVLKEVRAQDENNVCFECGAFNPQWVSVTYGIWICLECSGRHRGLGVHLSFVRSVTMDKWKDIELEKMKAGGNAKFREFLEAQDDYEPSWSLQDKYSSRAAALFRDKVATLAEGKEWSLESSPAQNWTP
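Assay system: Rat Arfgap1 GAP domain (His6, aa 1-136), purified enzyme | Buffer or medium: HEPES 25 mM pH 7.5, NaCl 150 mM, MgCl2, DTT | Schedule: GTP hydrolysis reaction 2 h at 25 °C | Signal: FP of antibody-bound GDP Alexa 633 tracer, ex 620/em 688 nm | Measure: Percent inhibition of Arfgap1-stimulated GTP hydrolysis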
Numbers without * were called inactive; i = inactive; . = not tested or not shown.

SMILES	GAA850 FXN act	ADAM10 inh	rCAG RNA binder	GC-B act	sPLA2-III inh	GC-A act	ASAP1 GAP inh	KLK7 zymogen act	Tn6 DDE FP	ARFGAP1 inhibitor
COc1ccccc1-n1c(SCC(=O)Nc2ccc(Br)cc2)nc(O)cc1=O	-0.9	27.7*	41.5*	5.2	-5.7	3.2	16.3	-0.4	-12.4	1.0
CC(C)(C)C(=O)Nc1cc(C(F)(F)F)ccc1N1CCOCC1	3.1	2.6	-9.1	2.2	3.0	5.8	3.0	0.1	1.1	0.4
N#CC1C(C#N)N2CCCN2C1c1ccc(Br)cc1 (stereo not drawn)	1.0	-10.6	1.8	-6.8	4.8	-4.0	-5.0	0.0	0.3	4.9
O=C(CN1CCC(NC(=O)C2CCCCC2)CC1)Nc1ccccc1	0.9	7.7	6.0	1.3	1.5	-1.9	14.6	-0.2	1.2	-1.8
CS(=O)(=O)N1CCN(c2ccccc2NC(=O)Cc2ccccc2)CC1	1.5	-0.5	-5.0	-1.4	0.3	0.7	-9.6	0.2	0.2	4.2
O=C(c1cccnc1)N1CCN(Cc2cccc(Br)c2)CC1	3.5	0.1	-3.8	1.4	6.3	-6.7	6.4	-0.4	7.6	5.0
Cc1ccc(NC(=O)CSc2ccc(-c3ccccn3)nn2)cc1F	0.5	-3.1	-0.5	0.6	5.4	-1.8	-6.0	-0.8	2.1	-6.8
O=C(NCC1CCCO1)c1ccc(F)c2ccccc12 (stereo not drawn)	0.9	-5.9	-1.3	0.5	1.4	1.1	2.7	0.1	-2.2	-3.0
CCCN(Cc1nnc(-c2ccccc2Cl)o1)C(=O)c1ccc(C)c(S(=O)(=O)N2CCOCC2)c1	-0.3	-1.2	-3.8	-1.7	-10.7	0.2	-13.9	0.7	-0.8	0.0
CC(C)c1ccc(NC(=O)CCCN2C(=O)NC(C)(C)C2=O)cc1	1.0	-14.0	-0.4	-0.3	8.8	-3.8	-7.1	0.3	3.0	23.2
O=C(COc1ccc2ccccc2c1Br)NCc1ccccn1	5.5	-8.0	-3.9	-9.0	-4.8	-0.1	-7.5	0.6	-3.8	-6.4
COc1ccc(C(C)(C)C)cc1NC(=O)c1ccccc1-n1cnnn1	3.3	-9.9	3.4	2.0	4.1	0.0	2.7	0.7	7.1	-8.4
Cc1ncc(C[n+]2ccc(C)c(C)c2)c(N)n1	1.0	-2.2	0.3	2.1	-5.1	3.8	-12.8	0.4	6.3	-1.8
CCN(c1ccc(OC)cc1)c1ncnc2nc[nH]c12	-8.3	-7.2	0.0	-4.2	14.6	1.9	2.0	-0.4	-7.7	-3.1
CCCn1c(/C=C/c2ccco2)nc2ccccc21	4.8	-139.2	15.9	-2.7	5.3	-4.3	3.6	1.3	1.1	1.6
COc1cccc(N2CCN(c3c(C#N)c(C(F)(F)F)nn3C)CC2)c1	-3.7	10.2	-1.3	-4.2	7.0	6.4	2.5	0.3	-3.9	5.2
CCN(CC)C(=O)C1CCCN(c2ccc([N+](=O)[O-])cc2/C=N/NC(=O)c2cccc(O)c2)C1 (stereo not drawn)	-1.6	12.7	9.0	0.2	-8.8	-2.5	18.1	0.3	7.9	3.4
c1ccc2c(c1)CCN(Cc1nnnn1Cc1ccc3c(c1)OCO3)C2	1.6	-2.9	-6.3	3.3	2.6	-0.8	-11.3	0.2	-3.8	6.5
COC(=O)c1ccc2nc(-c3ccccc3)c(Cc3ccc(OC)cc3C)n2c1	.	-64.2	13.7	4.7	-8.3	12.5	7.5	-3.1	-0.4	-8.9
O=C(N/N=C1\CCc2ccccc21)c1ccncc1	4.1	2.8	-0.1	6.4	-3.4	3.7	4.5	-0.2	3.1	7.0
COc1cc(OC)c(OC)cc1/C=N/n1c(COc2ccccc2)n[nH]c1=S	-2.5	-14.2	13.2	-7.8	13.7	-1.6	-6.1	2.0	2.9	10.1
CC(C)C(NC(=O)c1cccc(S(=O)(=O)N2CCOCC2)c1)C(=O)NCc1ccc(Cl)cc1 (stereo not drawn)	-0.8	-11.5	5.2	5.1	-4.5	2.3	-3.6	0.5	-1.2	8.5
COC(=O)/C=C1\SC(=Nc2ccccc2)NC1=O	-1.7	-3.7	1.4	0.2	5.5	-1.4	5.3	0.6	1.6	-3.7
CN(C)C(=O)c1cnc(-c2ccccc2)nc1-c1ccccc1	2.2	-1.1	-5.3	6.4	-1.4	6.1	14.9	-0.2	-2.1	11.4
O=C(CNCc1ccc(Cl)cc1)NCc1ccco1	0.9	-4.8	-1.4	7.0	-2.9	-2.5	5.5	0.3	3.9	-2.9
CC(CC(=O)O)CC(=O)Nc1cccc([N+](=O)[O-])c1 (stereo not drawn)	-0.1	-3.4	-2.3	-1.4	-2.0	5.0	4.8	0.0	-8.2	1.3
CCNC(=O)C1CCN(S(=O)(=O)c2ccc(F)cc2)CC1	-0.8	-3.6	-3.1	4.2	-0.9	1.3	14.7	-0.1	-2.7	-9.3
Cc1ccccc1-c1nnn(CC(=O)N(C)CC(=O)Nc2ccccc2C(F)(F)F)n1	-0.3	0.1	-5.8	8.6	-2.6	0.0	1.6	-0.3	1.6	4.1
COc1cccc(CN(C)Cc2cc(=O)oc3cc(O)c(Cl)cc23)c1	4.5	i	17.9	2.0	-2.9	5.6	5.6	37.7*	-4.7	-7.1
COc1ccc2c(C)cc(SCC(=O)Nc3cc(C(N)=O)cc(C(N)=O)c3)nc2c1	-1.5	-10.1	4.3	-3.7	-10.1	-1.9	16.1	5.2	5.4	5.7
O=C(OCC(=O)N1CCCC1)c1cc(=O)c2ccccc2o1	0.5	7.6	1.7	-0.1	0.9	2.3	-3.4	0.2	-1.6	-1.7
O=C(CCN1CCCCC1)Nc1ccc(F)c(F)c1	-0.6	-5.1	1.1	0.7	2.1	-2.8	-5.5	0.2	-3.7	3.1
CCOc1ccccc1C1C2CCCCC2(O)CCN1C(=O)c1cccs1 (stereo not drawn)	-4.3	-4.5	0.2	-6.8	-6.2	-10.0	-5.0	-18.6	1.0	-2.2
O=C(CN(C(=O)CCC(=O)Nc1nccs1)c1ccc2c(c1)OCO2)NCC1CCCO1 (stereo not drawn)	1.1	5.4	-6.3	1.9	0.5	-1.0	0.2	0.7	-3.5	3.2
CCn1cnc2c(Nc3cc(F)cc(F)c3)nc(C#N)nc21	6.7	-3.5	9.6	-6.1	-0.2	13.5	9.2	0.1	-2.7	10.7
Cc1ccc(Cn2c(CCNc3nc(-c4ccc(Cl)c([N+](=O)[O-])c4)cs3)nc3cc(C(=O)NCCCO)ccc32)cc1	-1.7	8.3	22.3	5.0	-8.3	2.4	16.4	1.1	-2.2	12.3
COCCCNC(=O)c1ccc(S(=O)(=O)c2ccc(C)cc2)c(NC(C)=O)c1	-0.2	-5.8	-0.3	-0.8	-3.4	3.1	16.3	0.0	12.0	-3.9
COc1ncccc1C(=O)N1CCCC(N2CCN(c3ccc(F)cc3)CC2)C1 (stereo not drawn)	0.1	-8.0	-7.2	2.3	-6.6	-1.0	3.8	0.1	-3.9	-3.3
CN(C)c1ccc(C=c2c3cc([N+](=O)[O-])ccc3n3c2cc(-c2ccccc2)[n+]3C)cc1	-6.4	-11.3	28.1	-5.9	48.4*	14.8	19.5	-0.7	-6.8	39.1*
Oc1ccccc1CNc1ncc(Br)cc1Br	0.9	18.8	3.7	-15.6	-12.7	-8.4	-1.1	-0.1	3.2	4.0
COc1cc2nc(Nc3ccc(F)cc3)nc(N)c2cc1OC	0.1	-7.9	5.9	1.6	-2.7	-6.5	8.9	-0.3	-6.6	-2.2
CC1CCN(c2c(NCc3ccc(C(=O)NCC4COc5ccccc5O4)cc3)c(=O)c2=O)CC1 (stereo not drawn)	0.0	-2.5	2.6	-2.8	-5.5	4.9	-7.9	0.5	2.4	-5.1
O=C(CSc1nnc(COc2cccc3cccnc23)o1)N1CCc2ccccc21	-5.8	1.4	-1.7	-1.4	2.9	-2.2	4.5	0.2	2.8	11.8
CCN(CC)CCCNC(=O)c1cn(CCOC)c(=O)c2c1c1ccccc1n2C	-1.7	-328.0	1.3	-9.0	1.7	-5.8	6.4	0.6	-1.6	10.7
CN1C(=O)C2(OCC(C)([N+](=O)[O-])CO2)c2ccccc21 (stereo not drawn)	2.1	3.4	1.1	2.3	1.9	-0.4	8.9	-0.3	6.4	4.2
CCOc1ccccc1Nc1nc2ccccc2n2cnnc12	1.9	-0.8	1.6	-0.3	0.6	-0.4	-12.6	0.4	-0.5	5.8
O=C(Cn1nnc(-c2ccc(N3CCOCC3)cc2)n1)OC1CCCCC1	-1.3	-1.7	-0.1	-6.3	0.0	8.5	-8.7	-0.1	-6.6	2.8
Cc1ccc2[nH]c3c(=O)n(Cc4ccccn4)cnc3c2c1	0.4	-130.8	1.9	-0.5	-6.6	-0.7	3.0	2.5	-4.2	-11.6
Cn1ccnc1SCC(=O)Nc1nc2c(F)c(F)c(F)cc2s1	2.7	11.3	3.2	-1.9	1.0	8.5	8.3	0.4	-2.7	8.9
CCCCCCN1C[C@@H](n2cc(C3CC3)nn2)[C@H](O)C[C@@H]1c1ccccc1	-1.0	-0.3	3.2	-1.9	-0.2	0.0	2.8	0.3	-5.0	9.7
CN(C(=O)CN1CCC(NC(=O)C2CCCCC2)CC1)C1CCCCC1	2.1	-3.6	4.0	8.5	5.2	0.7	-0.9	-0.3	-4.4	21.1
CC(=O)N1c2ccccc2N(Cc2ccc([N+](=O)[O-])cc2)C(=O)C1(C)C	0.7	-4.9	-2.3	-0.7	5.5	1.6	1.3	-0.3	0.3	4.6
O=[N+]([O-])c1ccccc1CN1CCN(Cc2c[nH]c3ccccc23)CC1	.	1.9	-0.6	-6.5	-24.9	-12.1	11.7	0.3	-3.9	4.8
Cc1ccc(NS(=O)(=O)c2ccc3c(c2)oc(=O)n3C)cc1C	1.2	5.8	1.2	2.8	-8.9	1.6	6.0	0.0	8.9	-9.1
COC(=O)c1ccc(SCC(=O)NC2CCCCC2)c([N+](=O)[O-])c1	-1.3	-0.1	1.6	-2.8	1.9	-2.6	9.7	-0.3	-2.2	-1.6
Cc1ccccc1Nc1nc(N)nc(CSc2nnnn2-c2ccccc2)n1	2.1	4.0	-0.4	0.9	-11.2	-7.8	-1.5	0.5	2.6	-11.4
CCC(=O)c1ccc(OCC(=O)Nc2cc(S(=O)(=O)N3CCCCC3)ccc2OC)cc1	0.8	12.2	3.2	-3.3	-5.0	0.0	-2.7	0.7	-5.2	3.9

Compound profiles, from the list above. Values in the order: GAA850 FXN act | ADAM10 inh | rCAG RNA binder | GC-B act | sPLA2-III inh | GC-A act | ASAP1 GAP inh | KLK7 zymogen act | Tn6 DDE FP | ARFGAP1 inhibitor
Cc1ccccc1Nc1nc(N)nc(CSc2nnnn2-c2ccccc2)n1 is listed with 2.1 | 4.0 | -0.4 | 0.9 | -11.2 | -7.8 | -1.5 | 0.5 | 2.6 | -11.4
CCC(=O)c1ccc(OCC(=O)Nc2cc(S(=O)(=O)N3CCCCC3)ccc2OC)cc1 is listed with 0.8 | 12.2 | 3.2 | -3.3 | -5.0 | 0.0 | -2.7 | 0.7 | -5.2 | 3.9
